FadD28 binding: M. tuberculosis FadD28 bisubstrate binding inhibition; FadD28 bisubstrate probe binding, fluorescence polarization; inhibition, % at 12.5 µM; 360,000 compounds, 0.22% hits; AID 588549; in the data active = inhibition above about 8.5%, passing the limit was not always enough; inconclusive = no clear call, values can overlap the other calls
Anthrax LF prot: anthrax lethal factor protease inhibition; P15917; multiplex microsphere protease cleavage assay, LF; inhibition, % at 10 µM; 360,000 compounds, 0.12% hits; also: plate controls were buffer without enzyme for full effect and enzyme alone for no effect
Mtb BioA inh: inhibitors of Mycobacterium tuberculosis BioA enzyme; AID 602481; 360,000 compounds, 0.096% hits; inhibition, % at 9.99 µM; purified M. tuberculosis BioA enzyme, plate reader; in the data active = inhibition above about 40%; inconclusive = no clear call, values can overlap the other calls
UGM FP inh: inhibitors of M. tuberculosis UDP-galactopyranose mutase; P9WIQ1; purified UGM, fluorescence polarization probe displacement; inhibition, % at 10 µM; 320,000 compounds, 0.06% hits; AID 504406; in the data active = inhibition above about 10%, passing the limit was not always enough; inconclusive = no clear call, values can overlap the other calls
Target sequence (P9WIQ1 whole entry, looked up): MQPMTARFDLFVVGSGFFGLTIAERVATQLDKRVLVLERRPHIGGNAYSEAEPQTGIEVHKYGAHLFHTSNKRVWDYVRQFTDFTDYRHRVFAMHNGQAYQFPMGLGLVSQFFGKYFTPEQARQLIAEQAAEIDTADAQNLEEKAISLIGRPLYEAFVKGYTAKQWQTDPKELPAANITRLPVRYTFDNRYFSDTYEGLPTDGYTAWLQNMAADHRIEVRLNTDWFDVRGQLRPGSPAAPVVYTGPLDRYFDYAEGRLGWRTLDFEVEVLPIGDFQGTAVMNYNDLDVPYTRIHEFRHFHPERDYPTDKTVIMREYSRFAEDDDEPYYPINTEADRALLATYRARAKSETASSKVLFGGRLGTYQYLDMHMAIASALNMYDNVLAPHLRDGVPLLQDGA
Mtb FBA inh: inhibitors of M. tuberculosis fructose-bisphosphate aldolase; P9WQA3; purified M. tuberculosis FBA, fluorescence read-out; inhibition, % at 1 µM; 360,000 compounds, 2.3% hits; in the data active = inhibition above about 27%;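 also: 0% = vehicle and 100% = reference inhibitor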
Target sequence (P9WQA3 whole entry, looked up): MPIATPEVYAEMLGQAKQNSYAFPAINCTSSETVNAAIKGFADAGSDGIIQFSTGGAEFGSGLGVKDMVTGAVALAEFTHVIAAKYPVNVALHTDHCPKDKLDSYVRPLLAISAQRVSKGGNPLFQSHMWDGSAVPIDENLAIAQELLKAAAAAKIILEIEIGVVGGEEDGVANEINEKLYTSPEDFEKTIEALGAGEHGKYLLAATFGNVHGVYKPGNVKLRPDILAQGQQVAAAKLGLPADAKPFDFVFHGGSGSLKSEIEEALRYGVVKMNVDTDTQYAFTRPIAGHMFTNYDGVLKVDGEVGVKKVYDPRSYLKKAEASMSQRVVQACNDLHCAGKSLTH
BoNT-A LC inh2: inhibitors of Botulinum neurotoxin A light chain protease | multiplex microsphere protease substrate cleavage, flow cytometry | inhibition, % at 10 µM | 360,000 compounds, 0.17% hits | AID 588499; also: plate controls were buffer without enzyme for full effect and enzyme alone for no effect
PfHsp40 yeast: compounds rescuing yeast from Plasmodium falciparum HSP40 toxicity; S. cerevisiae expressing PfHsp40, growth rescue, ATP luminescence; growth rescue, % at 12.5 µM; 340,000 compounds, 0.68% hits; in the data active = growth rescue above about 28%, passing the limit was not always enough; inconclusive = no clear call, values can overlap the other calls;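 also: yeast W303a lacking pdr1 and pdr3 grown in galactose medium; growth measured after three days at 30 °C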
GDH-TPI counter: inhibits GDH-TPI coupling enzymes, artifact for Mtb FBA screen. 360,000 compounds, 1.2% hits. GDH-TPI coupled enzyme counterscreen, NADH absorbance. inhibition, % at 4.8 µM; in the data active = inhibition above about 30%;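 also: 0% = DMSO wells and 100% = wells lacking the enzyme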
BoNT F protease: BoNT F light chain protease inhibition. inhibition, % at 10 µM. Multiplex microsphere protease cleavage assay, flow cytometry. 360,000 compounds, 0.22% hits; in the data active = inhibition above about 35%, passing the limit was not always enough; inconclusive = no clear call, values can overlap the other calls; also: plate controls were buffer without enzyme for full effect and enzyme alone for no effect
* marks the source's active call; other numbers are inactive results; ? = inconclusive; / = no result given; & = joins results of further samples. Rule as the data show it, unless noted: active = inhibition above about 30%; inconclusive = no clear call, values can overlap the other calls; inactive = below that.

SMILES	FadD28 binding	Anthrax LF prot	Mtb BioA inh	UGM FP inh	Mtb FBA inh	BoNT-A LC inh2	PfHsp40 yeast	GDH-TPI counter	BoNT F protease
CN(Cc1ccc(Cl)cc1Cl)C(=O)CN1C(=O)NC2(CCCC2)C1=O	-0.9	3	-2.4	1.0	3	2.7	-0.1	7	8
Cc1ccccc1NC(=O)Cc1nc(COC(=O)/C=C/c2ccccc2)cs1	-3.1	?	/	-0.5	-3	0.6	-0.8	1	2
O=C(Nc1ccc2c(c1)[C@@H]1C[C@@H](CC(=O)N3CCOCC3)O[C@@H](CO)[C@@H]1O2)NC1CCCC1	-1.9	-10	-1.7&-2.0	/	4	-0.3	/	16	-1
O=C(O)c1[nH]c2ccccc2c1C=NCc1ccccc1Cl	-3.7	-12	4.8	3.8	-1	-1.8	-0.1	-3	-6
COc1ccc(S(=O)(=O)O)cc1P(=O)(c1ccccc1)c1ccccc1	-5.5	9	-3.0	-0.3	0	1.0	-0.9	-6	15
CN(C)c1ccc(-n2cccc2/C=C2/SC(=Nc3ccc(F)cc3)NC2=O)cc1	-2.8	-3	-0.9	-0.6	-1	1.4	-1.0	-5	-11
Cc1ccc(NS(=O)(=O)c2cccs2)nc1	0.9	-2	-0.9	-1.6	17	-3.1	-0.1	7	-4
CC1CCN(S(=O)(=O)c2ccc3c(c2)c(=O)c(C(=O)N2CCCCC2)cn3C)CC1	-2.9	-6	4.6	-0.9	1	-0.2	1.0	10	1
Cc1cc(C)cc(N(CCC(=O)O)S(=O)(=O)c2ccc3ccccc3c2)c1	-1.3	-1	/	1.0	-4	0.5	-1.9	4	3
Cn1c2ccccc2c(=O)c2ccc(NCc3ccc4c(c3)OCO4)cc21	-1.3	-4	-0.1	/	88*	0.7	-1.2	15	-2
O=C(CN1C(=O)c2cccc([N+](=O)[O-])c2C1=O)N1CCc2ccccc2C1	-1.4	-4	-1.3	/	-1	-0.3	/	4	-2
CC(=O)N[C@@H](Cc1c[nH]c2ccccc12)C(=O)NC1CCCc2ccccc21 (stereo partly specified)	-0.4	8	1.9	3.6	0	-1.8	-0.7	5	20
O=C(CSC(=S)N1CCOCC1)Nc1nc(-c2ccccc2)c(-c2ccccc2)o1	0.4	-2	/	-1.8	4	0.3	2.1	15	-2
Cc1ccc(NC(=O)CCC(=O)OCC(=O)c2ccc(-c3ccccc3)cc2)cc1	0.0	1	-0.8	1.8	-1	0.9	0.2	8	1
COC(=O)c1sc(S(=O)(=O)NCC(=O)O)c(C(=O)OC)c1C	0.3	-1	0.4	-0.2	0	-1.5	0.9	-13	-10
Cc1cc(C)cc(N2CCCn3c2nc2c3c(=O)[nH]c(=O)n2C)c1	-0.5	0	-2.3	0.1	1	-1.6	/	8	-4
COc1cc(C(=O)Nc2cc(C)ccn2)cc(OC)c1OC	-0.5	-7	-2.4	-0.5	1	0.2	0.8	-1	-1
O=C(c1cccc(-c2ccc(O)cc2)c1)N1CCN(c2ccc(F)cc2)CC1	0.8	0	/	0.7	15	-0.9	-0.7	10	3
COc1ccc(NC(=O)CSc2ccccn2)cc1OC	-1.1	0	2.3	-0.1	2	0.3	0.0	9	-6
Cc1c(CC(=O)O)c(=O)oc2c(C)c(OCc3ccc(F)cc3Cl)ccc12	0.8	9	-0.1	-1.3	2	2.1	-0.7	12	35*
COc1ccc(C(=O)NNC(=O)Nc2ccc(Cl)cc2)cc1	0.2	3	/	-2.7	9	-0.8	0.5	-4	3
O=C(OCCOCCN=C1NS(=O)(=O)c2ccccc21)c1ccc(F)cc1	-1.3	-3	0.9	2.7	0	1.6	-0.6	2	0
COc1ccc(C/C(N)=N/OC(=O)Cc2ccccc2)cc1OC	1.0	3	0.2	-2.3	1	-0.2	-0.3	-2	-5
COc1ccc(/C=N/NC(=O)C2CC2)c(OC)c1OC	-5.3	2	0.2	-2.8	-1	0.5	-0.6	-12	6
O=C(CS(=O)(=O)c1c[nH]c2ccccc12)Nc1ccc2c(c1)OCCO2	-4.0	-4	-0.7	2.8	-1	-0.4	0.4	-7	-6
Cn1c2ccccc2c2nnc(SC3CCOC3=O)nc21 (stereo unspecified)	-2.2	0	4.8	-5.1	0	-0.2	1.4	10	0
CCOCCCNC(=O)c1ccc2c(c1)ncn2C1CCCC1	-0.5	3	-1.9	1.6	6	-0.5	-1.6	5	-1
CC(C)CNC(=O)c1c(F)c(F)c(F)c(F)c1F	-0.1	5	-0.4	0.5	3	0.0	-1.0	1	0
CCc1ccccc1NC(=O)c1ccc(NCCc2ccccc2)c([N+](=O)[O-])c1	-2.7	-1	/	-1.3	0	-0.1	0.6	1	-3
Nc1ccc2c(c1)-c1ccc(F)cc1C2=O	-1.4	-9	/	/	-3	0.7	3.6	9	-13
O=S(=O)(N/N=C\c1cccn1-c1ccccc1)c1ccc2ccccc2c1	-2.5	-5	-1.6	0.8	-2	-1.1	-0.1	13	-4
O=C(Nc1cccc(-n2cnnn2)c1)c1ccncc1	0.8	0	-0.9	-1.7	0	-0.7	0.7	3	-3
CCOc1ccc(NC(=O)COc2nsnc2N2CCOCC2)cc1	-2.9	7	/	1.3	3	0.4	-0.1	-4	-5
COc1ccc(C(=O)C2CCCN(Cc3cccn3-c3cccnc3)C2)cc1OC (stereo unspecified)	-0.2	0	/	-2.0	2	-0.2	-1.0	2	4
O=C(CSc1nnnn1Cc1ccccc1)Nc1ccccc1	-2.6	-2	-0.3	0.6	3	0.0	-0.7	10	-5
COCCNC(=O)C1CCCN(S(=O)(=O)c2ccc3c(c2)CC(C)N3C(=O)C2CC2)C1 (stereo unspecified)	-1.4	-4	-0.4	0.4	1	-0.7	-0.5	5	1
COc1ccccc1-c1cc2ccccc2[nH]1	3.8	-18	-0.3	0.0	90*	-1.4	9.2	12	-7
O=C(Nc1ccc(C(=O)N2CCOCC2)cc1)Nc1cccc(Cl)c1	-2.8	-1	-0.9	-0.6	2	0.9	-0.1	6	2
COC(=O)c1cc(NC(=O)c2ccccc2)c(=O)oc1/C=C/Nc1ccc(Oc2ccccc2)cc1	?	17	/	/	-4	43*	-2.6	-1	54*
Cc1ccc(-n2c(C)nnc2SCC(=O)Nc2ccccc2)cc1	-2.8	-1	-1.5	-0.5	1	-1.1	-0.3	1	-24
O=C(Nc1nnc([C@H]2C[C@H](O)[C@@H](CO)O2)s1)NC(c1ccccc1)c1ccccc1	-6.1	-4	-0.5	/	-1	-0.3	/	1	0
Cc1cc(C(F)(F)F)n2nc(-c3cccs3)cc2n1	-1.2	-28	/	3.9	0	?	-3.3	0	?
Cc1ccc(Cn2c(SCC(C)C)nc3c2c(=O)n(C)c(=O)n3C)cc1	0.9	-15	-0.5	-0.8	-2	-1.1	0.9	0	-2
O=C(N/C(=C\c1ccco1)C(=O)N1CCCC1)c1cccs1	0.6	-1	0.2	-0.5	-1	-0.6	0.9	23	2
Cc1ccc(C(=O)NCC(=O)OCC(=O)Nc2ccc(Cl)cc2C(F)(F)F)cc1C	-2.7	0	/	/	-1	5.0	-0.2	0	38*
CCC(=O)Nc1cc2nn(-c3ccc(OC)cc3)nc2cc1C	-3.0	3	1.2	-0.9	66*	1.4	2.8	3	1
CCCN=C(C)c1c(-c2ccccc2)[nH]n(-c2nc3ccccc3s2)c1=O	-4.4	-2	/	-4.9	-15	0.5	0.1	-12	26
FC(F)(F)c1ccc2c(c1)ncn2C1CCN(Cc2nnnn2C2CCCCC2)CC1	-7.0	-7	2.3	0.3	-3	-1.0	-0.1	-3	-12

Sorted by molecular weight (lowest first): six of the compounds above.
SMILES	FadD28 binding	Anthrax LF prot	Mtb BioA inh	UGM FP inh	Mtb FBA inh	BoNT-A LC inh2	PfHsp40 yeast	GDH-TPI counter	BoNT F protease
O=C(N/C(=C\c1ccco1)C(=O)N1CCCC1)c1cccs1	0.6	-1	0.2	-0.5	-1	-0.6	0.9	23	2
Cc1ccc(-n2c(C)nnc2SCC(=O)Nc2ccccc2)cc1	-2.8	-1	-1.5	-0.5	1	-1.1	-0.3	1	-24
Cc1ccc(Cn2c(SCC(C)C)nc3c2c(=O)n(C)c(=O)n3C)cc1	0.9	-15	-0.5	-0.8	-2	-1.1	0.9	0	-2
O=C(Nc1nnc([C@H]2C[C@H](O)[C@@H](CO)O2)s1)NC(c1ccccc1)c1ccccc1	-6.1	-4	-0.5	/	-1	-0.3	/	1	0
Cc1ccc(C(=O)NCC(=O)OCC(=O)Nc2ccc(Cl)cc2C(F)(F)F)cc1C	-2.7	0	/	/	-1	5.0	-0.2	0	38*
COC(=O)c1cc(NC(=O)c2ccccc2)c(=O)oc1/C=C/Nc1ccc(Oc2ccccc2)cc1	?	17	/	/	-4	43*	-2.6	-1	54*

(next part)
SMILES	FadD28 binding	Anthrax LF prot	Mtb BioA inh	UGM FP inh	Mtb FBA inh	BoNT-A LC inh2	PfHsp40 yeast	GDH-TPI counter	BoNT F protease
COc1cccc2cc(C(C)N(CCCN3CCOCC3)C(=S)Nc3ccc(C)c(C)c3)oc12 (stereo unspecified)	-3.6	3	-0.7	0.0	2	0.1	-1.9	12	-7
COCCSc1ccccc1C(=O)N1CCc2ccccc21	-1.0	-6	-0.6	3.9	4	-2.0	-0.2	1	9
c1ccc(-c2ccc3cnccc3n2)cc1	-2.4	2	-1.3	/	1	-0.7	/	/	-4
O=S(=O)(NC1c2cccc3cccc(c23)C1Sc1ncccn1)c1ccc(Cl)cc1 (stereo unspecified)	-5.0	-2	/	-4.1	0	0.0	0.1	8	-5
COc1ccc(N2CCN(C(=O)Cc3coc4cc(C)ccc34)CC2)cc1	-4.4	-6	/	-2.3	-6	-0.4	2.6	-4	-3
CCOC(=O)C(CC)/C(C)=N\NC(=O)CCC(=O)Nc1ccc(Cl)cc1Cl (stereo unspecified)	-2.2	8	/	2.5	-1	-1.0	1.5	-6	-8
CC(=O)Nc1cc(-c2ccccc2)nn1Cc1ccc(Cl)cc1	-2.5	-4	-2.5	-3.7	2	-0.6	-0.2	8	-8
CCOc1ccc2nc(SCC)[nH]c2c1	-2.2	-4	/	1.0	0	-0.2	-0.3	-6	-3
CCOc1cc(CO)cc(Br)c1OCC(=O)O	-2.2	-1	/	1.2	2	-0.6	1.8	-3	-16
O=C(CSc1nccc(=O)[nH]1)NN(c1ccccc1)c1ccccc1	-0.5	-7	-0.9	-0.3	-1	-1.3	0.1	2	-8
Cc1[nH]nc(S(=O)CC(=O)O)c1[N+](=O)[O-] (stereo unspecified)	-0.3	-1	/	-3.5	2	-0.1	0.4	11	2
CC(C)(C)n1ncc(Oc2ccccc2[N+](=O)[O-])c(Cl)c1=O	-2.1	-2	/	-1.8	-3	0.3	-0.6	4	-3
O=C(Cc1c(F)cccc1Cl)Nc1cc(S(=O)(=O)N2CCOCC2)ccc1N1CCOCC1	-3.2	0	/	/	-3	-3.7	0.4	1	-14
CCNC(=O)C1(c2ccccc2)CCCC1	0.5	-6	-0.8	2.6	-1	-0.9	-1.3	-4	-3
CC(NC(=O)C(=O)N/N=C/c1ccc(Cl)cc1)c1ccccc1 (stereo unspecified)	-3.7	3	/	-1.9	-1	-1.3	-0.8	-6	-4
CCn1cc(CCC(=O)O)c(C)n1	1.6	-6	/	4.9	0	-0.3	-1.8	2	-10
O=C(OCC(=O)N1CCOCC1)c1ccccc1Br	-2.8	-3	/	-3.1	2	0.5	-1.1	7	2
N[C@@]12CCc3nonc3[C@]1(O)CC(c1ccccc1)=[N+]2[O-]	-2.0	0	-0.2	-0.3	3	0.1	0.9	7	-2
COc1ccc(C)cc1NC(=O)C1CCCN(S(=O)(=O)c2ccc3[nH]c(=O)ccc3c2)C1 (stereo unspecified)	-3.6	1	/	2.2	-8	1.8	0.0	-1	-4
CN1CCN(C(=O)c2ccc(Cn3cc(Cl)cn3)o2)CC1	/	0	-0.5	0.2	1	-1.7	6.4	7	3
O=C(NCc1ccco1)C(c1ccc(F)cc1)N(CC1CCCO1)C(=O)Cn1nnc2ccccc21 (stereo unspecified)	-0.6	-12	0.9	-1.0	1	-0.8	0.2	9	2
Cc1c(NC(=O)c2ccc(S(=O)(=O)Nc3ccccc3F)cc2)c(=O)n(-c2ccccc2)n1C	-1.7	-3	0.3	1.4	-1	0.2	-0.5	1	-3
COC(=O)c1ccc(CSc2nnc3sc4ccccc4n23)o1	-4.5	2	3.6	-1.2	-5	0.1	-1.4	4	0

Screening data as filed in PubChem.
